Screens deposited in PubChem by National Center for Advancing Translational Sciences (NCATS).
FEN1 inh: qHTS Assay for the Inhibitors of Human Flap endonuclease 1 (FEN1) | Potency, µM (titrated, usually from 114 µM), for inactives: at the highest dose activity change, negative = inhibition, most hits filed as inhibitors | 390,000 tested, 0.35% active | Recombinant FEN1 flap cleavage, fluorescence, 15 min | AID 588795, 2011; note: nearly all actives have a fitted effect of over 65% in size
Target sequence (P39748 whole entry, looked up): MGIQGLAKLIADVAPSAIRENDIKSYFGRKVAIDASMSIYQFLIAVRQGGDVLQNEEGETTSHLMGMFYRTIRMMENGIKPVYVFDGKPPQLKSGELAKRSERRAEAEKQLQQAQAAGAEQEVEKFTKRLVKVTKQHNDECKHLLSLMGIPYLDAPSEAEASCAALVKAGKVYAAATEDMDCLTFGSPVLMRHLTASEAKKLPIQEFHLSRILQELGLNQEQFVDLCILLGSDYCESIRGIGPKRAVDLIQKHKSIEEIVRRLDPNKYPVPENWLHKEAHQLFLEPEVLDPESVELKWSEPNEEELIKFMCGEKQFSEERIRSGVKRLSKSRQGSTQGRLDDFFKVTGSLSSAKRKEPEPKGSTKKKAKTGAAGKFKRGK
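Compounds are tested as a concentration series against 10 nM FEN1; after a 15 min room-temperature preincubation, 50 nM substrate starts cleavage, with plate reads at 0 and 15 min. Normalized responses are fitted by a Hill equation.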
N370S GC mod: qHTS Assay for Inhibitors and Activators of N370S glucocerebrosidase as a Potential Chaperone Treatment of Gaucher Disease; Lysosomal acid glucosylceramidase (Homo sapiens), P04062; N370S GC spleen homogenate, 4MU-glucoside fluorescence; Potency, µM (doses to about 59.4 µM), for the others: top-dose activity change, negative = inhibition, most hits filed as inhibitors; 330,000 tested, 0.092% active; AID 2101, 2009;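 note: 0% = full enzyme activity and -100% = no enzyme basal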
GCN5L2 inh: qHTS Assay for Inhibitors of GCN5L2. GCN5L2 HAT assay, ThioGlo1 CoA-SH fluorescence. Potency, µM (doses to about 58.9 µM), inactives show top-dose activity change, negative = inhibition, actives largely listed as inhibitors. 390,000 tested, 0.21% active. AID 504327, 2011. Histone acetyltransferase KAT2A (Homo sapiens), Q92830
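ThioGlo1-coupled HAT assay: 20nM GCN5L2, 70uM acetyl-CoA, 75uM H3(1-25) peptide, pH 7.5. Fluorescence read at 340/540nm at start and after 20 min at room temperature.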
* hit, by the source's call; u = inconclusive; x = no result given; & = joins results of further samples. Calls come from the whole dose curve; as a rule, active = well fitted curve in the direction sought with a large enough effect; inconclusive = small, poorly fitted or top-dose-only effect, or another doubt; inactive = no such curve, though single readings can be large; an effect the other way counts as inactive or inconclusive. Unless noted, % is set by controls: 0 for no effect and ±100 for the full control effect; potency is the fitted concentration of half-maximal effect.

SMILES | FEN1 inh | N370S GC mod | GCN5L2 inh
CCOC(=O)C1CCN(c2ncnc3c(C)csc23)CC1 | -2.0% | 7.5% | u
CCOC(=O)c1c(C)[nH]c(NC(=O)NNC(=O)c2ccc(OC)cc2)c1C | 0.7% | x | -4.0%
CCOc1ccc(C(=O)N/N=C(\c2ccccc2)c2ccccn2)cc1 | -4.6% | u | -19.1%
CCC(C)Sc1ccc([C@H]2N[C@@](CC(C)C)(C(=O)OC)[C@H]3C(=O)N(C)C(=O)[C@@H]23)cc1 (stereo partly drawn) | -24.1% | -2.6% | -18.3%
Cc1ccn2c(CNCCn3nc(C)cc3C)c(C(=O)N3CCCCCC3)nc2c1 | 18.7% | -0.3% | 3.7%
CCN(CC)c1ccc(CNC(=O)C/C(C)=N/NC(=O)COc2ccc(C)cc2Br)cc1 | -21.8% | 6.7% | -1.4%
O=C(CCCc1ccccc1)c1ccc2c(c1)OCCO2 | -2.4% | 17.7% | -3.9%
CC(C)(C)OC(=O)C[C@@H]1C/C=C\C[C@H](CC(=O)N[C@H](CO)Cc2ccccc2)C(=O)N[C@@H](Cc2c[nH]c3ccccc23)COC1=O | -0.7% | x | -4.7%
COCCn1c(CCC(=O)Nc2cc(C)ccc2C)nc2cccnc21 | 2.5% | x | -9.7%
CC(=O)Nc1ccc(S(=O)(=O)N(C)CC(=O)OC(C)C(=O)N(C)Cc2ccccc2)cc1 (stereo not drawn) | 11.9% | -4.3% | 0.3%
COc1cccc(N2CCN(c3ncnc4c3[nH]c3ccc(F)cc34)CC2C)c1 (stereo not drawn) | -8.2% | 7.3% | -10.4%
COc1cccc(C2c3[nH]c4ccccc4c3CCN2Cc2cccn2-c2ncccn2)c1 (stereo not drawn) | -7.2% | -6.3% | -7.2%
O=C(Cc1ccc(Cl)cc1)Nc1ccccn1 | -14.4% | -20.2% | -2.8%
NC(=O)CSc1nnc(-c2ccccn2)n1N | 0.2% | -1.5% | -1.3%
COc1ccc(-n2c(-c3cccc(OC)c3)nc(=S)c3c2CCCC3)cc1 | 5.2% | 9.0% | -1.4%
COc1ccc(-c2csc3ncnc(N4CCN(CCO)CC4)c23)cc1 | -3.4% | -7.2% | -0.3%
Cc1ccc(-c2noc(CN(C(=O)c3cccc(Br)c3)C(C)C)n2)cc1 | 0.8% | 15.7% | -11.6%
CCCn1c(=N)n(CC(O)COc2cccc(C)c2)c2ccccc21 (stereo not drawn) | -15.7% | -17.2% | -19.2%
CCOC(=O)C(C)Oc1c(Br)cc(C2NC(=O)NC(C)=C2C(C)=O)cc1OCC (stereo not drawn) | -17.6% | 4.3% | u
Cc1ccc(NC(=O)Cc2coc3ccc(C(C)C)cc23)c(C)c1 | 4.7% | x | -0.4%
CCCN(C(=O)c1ccccc1N)c1c(C)n(C)n(-c2ccccc2)c1=O | -7.0% | 3.8% | -11.2%
O=c1c2c3c(sc2nc(NCCO)n1Cc1ccco1)CCCCC3 | 2.2% | 27.7% | 1.3%
O=C(NCCN1C(=O)S/C(=C\c2ccc(Cl)cc2)C1=O)c1ccc(F)c(S(=O)(=O)N2CCOCC2)c1 | 7.9% | -3.1% | -6.4%
CC(C)N1CCN(Cc2ccc3nsnc3c2)CC1CCO (stereo not drawn) | 18.2% | -1.8% | -5.3%
O=C(CN1CCC(NC(=O)C2CC2)CC1)Nc1ccccc1[N+](=O)[O-] | 3.7% | 10.0% | -8.6%

(continued)
SMILES | FEN1 inh | N370S GC mod | GCN5L2 inh
CCc1ccc(NCc2cc3cc4c(cc3n(CC(=O)Nc3ccccc3Cl)c2=O)OCO4)cc1 | 3.4% | x | -11.4%
COc1ccc(N2CC(C(=O)Nc3ccc([N+](=O)[O-])cc3Br)CC2=O)cc1 (stereo not drawn) | -19.8% | -0.5% | -3.2%
NS(=O)(=O)c1ccc(NC(=O)CSc2nnc(-c3cnccn3)n2-c2ccccc2)cc1 | 9.0% | 3.9% | x
CC(=O)OC(C#CCN1CCOCC1)c1ccccc1 (stereo not drawn) | 1.6% | -12.3% | x
O=C(O)[C@@H](O)[C@@H](O)[C@H](O)[C@H](O)CO | -6.2% | -4.7% | 19.5%
COc1ccc(CNC(=O)C(C)OC(=O)c2cccn2C)cc1 (stereo not drawn) | -4.3% | -11.0% | -6.3%
CCN1CCN(CCNC(=O)CSCc2nc(-c3ccc(OC)c(OC)c3)oc2C)CC1 | 6.4% | -4.7% | 0.0%
Cc1ccc(/C=N/N=C2/NC(=O)CS2)o1 | -3.0% | -9.7% | -5.4%
O=C1CCC([N+](=O)[O-])C(c2cc3c(cc2Br)OCO3)N1 (stereo not drawn) | 2.3% | -1.7% | -4.7%
CC1CCCC(C)N1CCCNC(=O)Cn1c(=O)c2cccn2c2cccnc21 (stereo not drawn) | -3.9% | 6.4% | -16.9%
Cc1ccccc1-c1cc(-c2ccccc2O)on1 | -21.7% | -7.1% | -18.3%
COc1ccc(NC(=O)c2ccc(OCC3CCCO3)cc2)cc1Cl (stereo not drawn) | 3.8% | -0.5% | -0.9%
COc1ccccc1N1CCN(CCCNC(=O)c2cnn(-c3ccccc3)c2C2CCN(C(=O)OC(C)(C)C)CC2)CC1 | -8.1% | x | 21.6%
COc1ccc(-n2nc(C(=O)NCc3ccco3)c3c4ccccc4n(C)c3c2=O)cc1 | -2.2% | -8.9% | 1.1%
O=C(Nc1nc2ccc(F)cc2s1)C1CCN(S(=O)(=O)c2cc([N+](=O)[O-])ccc2Cl)CC1 | 11.2% | -7.8% | -7.5%
Cc1nsc(Nc2ccccc2)c1C#N | 3.3% | 1.8% | -2.9%
Cc1c(CCOC(=O)c2ccccc2)sc[n+]1CC(=O)c1ccc(Br)cc1 | -5.0% | -24.0% | -24.0%
Cc1ccccc1Nc1c(-c2c(F)cccc2Cl)nc2ccc(Br)cn12 | 16.1% | x | -3.4%
CCOc1ccc(C(=O)OCC(=O)N2CC(C)OC(C)C2)cc1OCC (stereo not drawn) | -1.5% | 1.3% | 1.0%
CC(C)(C)c1ccc(NC(=O)C2=CC=CN3CCS(=O)(=O)N=C23)cc1 | 12.7% | x | -1.3%
Cc1ccc(CNC(=O)Cc2c(C(=O)O)c(C)cn2C)cc1 | 3.1% | x | 13.4%
CN1CCc2c(sc3c2c(=O)n(-c2ccccc2)c2n[nH]c(=S)n32)C1 | 6.8% | -3.7% | -7.0%
CC(/C=C/c1ccco1)=N\NC(=O)CNc1cccc(C)c1 | -7.6% | -16.9% | -8.6%
COc1cccc(C(=O)N(Cc2ccc(N(C)C)cc2)Cc2ccco2)c1 | 6.6% | x | -0.2%
N#C/C(=C\c1ccc(-c2ccc(Br)cc2)o1)C(=O)NCCc1c[nH]c2ccccc12 | -6.4% | -0.5% | -11.3%

Remaining list, next part.
SMILES | FEN1 inh | N370S GC mod | GCN5L2 inh
Cc1cc(C)n(CC(=O)Nc2ccccc2)n1 | -6.9% | -11.1% | 20.8%
COc1ccc(/C=N/NC(=O)c2cc(-c3ccccc3OC(C)C)nc3ccccc23)cc1CN1CCOCC1 | -12.1% | -4.4% | -4.9%
O=C(Cc1ccccc1)N/N=C/c1cc2c(cc1Cl)OCO2 | 10.3% | 22.8% | -3.6%
CS(=O)(=O)c1ccc(Cl)c(NC(=O)COC(=O)c2cccc(S(=O)(=O)N3CCCCC3)c2)c1 | 8.3% | -6.0% | -14.5%
N#C/C(=C/c1cn(CC(=O)O)c2ccccc12)C(=O)Nc1ccccc1 | -6.2% | 11.4% | -10.9%
Cc1ccc2cccc(NC(=O)COc3ccccc3Cl)c2n1 | 1.9% | x | -2.1%
OCCOCCOc1ccc(-c2nn[nH]n2)cc1 | -10.7% | -1.5% | -8.3%
COc1cc(/C=C2/C(=O)NN(c3ccccc3)C2=O)cc(Br)c1O | -22.3% | -15.5% | -3.2%
CCC(OC(=O)c1cc2sccc2n1C)C(=O)NCc1ccco1 (stereo not drawn) | -3.1% | 4.3% | -4.4%
CCCCC(=O)Nc1nnn(CCC)n1 | 0.4% | 0.4% | -2.7%
CCn1c(SCc2ccccc2Cl)nc(=O)c2c(C(=O)OC)cc(C3CC3)nc21 | -18.2% | x | -23.7%
O=C1CCc2cc(S(=O)(=O)NCCc3ccccc3)cc3c2N1CC3 | 0.5% | -7.3% | -3.0%
Cc1cccc(N2C(=O)CC(NNc3nc4ccccc4s3)C2=O)c1 (stereo not drawn) | -17.9% | -3.4% | -1.8%
O=C(OCCN1C(=O)c2ccccc2C1=O)c1cc(S(=O)(=O)N2CCOCC2)ccc1F | -7.2% | -19.4% | x
CCOC(=O)N1CCN(C(=S)NC2CCCCC2)CC1 | 6.2% | 9.0% | 1.0%
COc1cccc(-c2noc(CCCC(=O)Nc3ccc(C(N)=O)cc3)n2)c1 | 17.2% | -5.1% | -0.1%
COc1ccc(OCC(=O)Nc2ccc(C)cc2)cc1 | 1.1% | 28.3% | -17.0%
O=C(CSc1nccn1-c1ccccc1)N1CCc2ccccc21 | 2.3% | 8.4% | -3.4%
CCCCN1C(=O)C(=O)N(CC(=O)c2cc(C)n(C3CC3)c2C)C1=O | -6.3% | x | 4.4%
Cn1nc(-c2ccccc2)cc1NC(=O)c1cccs1 | -7.7% | -5.9% | -7.8%
CCOc1ccc(NC(=O)N2CCCC2C(=O)NCC2CCCO2)cc1 (stereo not drawn) | 2.6% | -2.3% | 3.1%
O=C1C2=C(CCCC2)C(=O)N1CNc1ccccc1 | 3.4% | 1.0% | -3.0%
O=c1c(-c2ccc(F)cc2)nc2cncnc2n1-c1ccccc1 | x | 25.5% | -8.5%
CN(Cc1cccc2cnccc12)C(=O)CCc1nnc(CCc2ccccc2)o1 | 5.0% | -2.0% | -0.6%
Cc1ccc(-c2cc(C(F)(F)F)n3nc(C(=O)Nc4ccc(Cl)c(C(F)(F)F)c4)cc3n2)cc1 | -8.2% | x | -7.6%

New compounds follow.
SMILES | FEN1 inh | N370S GC mod | GCN5L2 inh
O=C(Cc1ccsc1)NNC(=O)c1cccc(Cl)c1 | 18.0% | -15.2% | -0.3%
Cc1ccc2c(c1)C(=O)CC(c1ccc3c(c1)OCCO3)O2 (stereo not drawn) | -19.9% | -3.8% | -17.6%
CC(C)(C)n1nnnc1CN1CCN2CCCC2C1 (stereo not drawn) | -13.1% | 2.6% | -5.6%
CCOC(=O)c1c(/N=C/c2cccc([N+](=O)[O-])c2O)sc(C)c1C | -3.2% | 3.4% | -3.9%
CCCCOc1ccc(CN2CCCCC2)cc1 | -4.0% | -3.2% | -3.4%
CN(C)C(=O)COc1ccc2cc(-c3ccccc3)c(=O)oc2c1 | -3.1% | u | -3.0%
Cc1csc(NC(=O)CN2C(=O)c3ccccc3C2=O)c1C(N)=O | 17.6% | 17.8% | 2.1%
O=C(Nc1nccs1)c1ccc2ccccc2c1 | -15.8% | -4.6% | -11.3%
CNCCCOc1cc(C)cc(C)c1C | -14.3% | 0.3% | -5.2%
Nc1o[nH]c(=O)c1Cc1ccccc1 | 1.9% | -11.3% | -3.4%
Cc1cc(NC(=O)c2nn(C)c(C)c2Br)no1 | 20.4% | -3.0% | -1.5%
CCCCC(=O)OC1=C(C(=O)c2ccccc2)N(C)S(=O)(=O)c2ccccc21 | 4.9% | x | -17.1%
COC(=O)CCCCCN1C(=O)NC(c2ccc(-c3ccccc3)cc2)C(C(=O)OCc2ccccc2)=C1C (stereo not drawn) | -13.0% | -29.6%&-6.2% | -8.8%
Cc1cccc(C(=O)Nc2ccc3nc(SCC(=O)N4CCCC4)sc3c2)c1 | -14.3% | x | -19.7%

11 consecutive entries out of the list so far:
SMILES | FEN1 inh | N370S GC mod | GCN5L2 inh
CCOC(=O)c1c(/N=C/c2cccc([N+](=O)[O-])c2O)sc(C)c1C | -3.2% | 3.4% | -3.9%
CCCCOc1ccc(CN2CCCCC2)cc1 | -4.0% | -3.2% | -3.4%
CN(C)C(=O)COc1ccc2cc(-c3ccccc3)c(=O)oc2c1 | -3.1% | u | -3.0%
Cc1csc(NC(=O)CN2C(=O)c3ccccc3C2=O)c1C(N)=O | 17.6% | 17.8% | 2.1%
O=C(Nc1nccs1)c1ccc2ccccc2c1 | -15.8% | -4.6% | -11.3%
CNCCCOc1cc(C)cc(C)c1C | -14.3% | 0.3% | -5.2%
Nc1o[nH]c(=O)c1Cc1ccccc1 | 1.9% | -11.3% | -3.4%
Cc1cc(NC(=O)c2nn(C)c(C)c2Br)no1 | 20.4% | -3.0% | -1.5%
CCCCC(=O)OC1=C(C(=O)c2ccccc2)N(C)S(=O)(=O)c2ccccc21 | 4.9% | x | -17.1%
COC(=O)CCCCCN1C(=O)NC(c2ccc(-c3ccccc3)cc2)C(C(=O)OCc2ccccc2)=C1C (stereo not drawn) | -13.0% | -29.6%&-6.2% | -8.8%
Cc1cccc(C(=O)Nc2ccc3nc(SCC(=O)N4CCCC4)sc3c2)c1 | -14.3% | x | -19.7%

Not all compounds are listed; the hit share may differ from the screen's.
